HepG2 tox = kills HepG2 cells in TGF-b inhibitor counter-screen; HepG2 CAGA-GFP viability, ATP luminescence, 18 h; Potency, µM (titrated, usually from 46.1 µM), for the others: at the highest dose activity change, negative = cytotoxicity, most hits filed as cytotoxic; 0.76% of 410,000 active; AID 588856; further: potency means the concentration at half of the fitted maximal effect; some results filed as inactive show a strong effect at the top dose
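HepG2 CAGA-GFP cells (1000/well, DMEM with 1% FBS) received compound, then TGF-beta at 500 pg/mL final, and were incubated 18 hours at 37 degrees C. Viability was read by CellTiter-Glo luminescence. Media-only wells were set as complete cell-killing and DMSO as no toxicity.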
IL1B secr inh = blocks inflammasome-driven IL-1 beta release. THP-1 LPS/ATP IL-1B secretion, AlphaLISA, 16 h; stronger effect = lower value. activity change, % at 57.5 µM. 4.7% of 360,000 active. AID 743279; in the data active means activity change below about -50%; inconclusive means mostly about -30% to -49%; further: on the % scale 0 is the no-effect control and ±100 the full control effect
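THP-1 cells pretreated 1 hr with compounds (up to 57.5 uM final), then stimulated with LPS (250 ng/mL final) plus ATP (1.25 mM final); secreted IL-1B measured by AlphaLISA after 16 hr, decreased signal indicating inhibition.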
KB-3-1 tox = KB-3-1 parental cell cytotoxicity | KB-3-1 viability, CellTiter-Glo ATP luminescence, 72 h | 1.4% of 400,000 active | Potency, µM (series often up to 46.1 µM), for inactives: at the top dose activity change, negative = cytotoxic, actives largely listed as cytotoxic | AID 1347075; further: potency means the concentration at half of the fitted maximal effect; on the % scale 0 is the no-effect control and ±100 the full control effect; nearly all actives have a fitted effect of over 60% in size
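Cytotoxicity measured as CellTiter-Glo luminescence after 72 h at 37 C. Compound titrations were pinned onto drug-naive KB-3-1 parental adenocarcinoma cells grown in DMEM with 10% FBS, and normalized data fitted to concentration-response curves.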
MCF10A rereplic = DNA re-replication induction in MCF 10a cells; Potency, µM (highest dose often 46.1 µM), for inactives: at the top dose activity, positive = re-replication, actives largely listed as activators; MCF 10A DNA re-replication, Hoechst nuclear intensity, 48 h; 2.9% of 350,000 active; further: potency means the concentration at half of the fitted maximal effect; % of control where 0% means no effect; nearly all actives have a fitted effect of over 50% in size
ATXN2 expr inh = inhibitors of ATXN2 expression; HEK-293 ATXN2-luciferase reporter, luminescence, 24 h; Potency, µM (titrated, usually from 57 µM), for inactives: at the top dose activity change, negative = inhibition, usual class: inhibitors; 0.72% of 360,000 active; AID 1745845; further: potency means the concentration at half of the fitted maximal effect; on the % scale 0 is the no-effect control and ±100 the full control effect; nearly all actives have a fitted effect of over 55% in size
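ATXN2-luciferase reporter cells (luciferase flanked by upstream and downstream ATXN2 gene portions) were treated 24 h at 37 °C with compounds at up to 57 uM. SteadyGlo luminescence gave expression; GF-AFC fluorescence gave viability.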
ATXN viability = cell viability loss in ATXN counter-screen; 0.49% of 400,000 active; S2 cells (HEK-293 line with an ATXN2-luciferase reporter) viability, CellTiter-Fluor protease fluorescence, 24 h; AID 651635; Potency, µM (titrated, usually from 56.7 µM), actives largely listed as cytotoxic; further: potency means the concentration at half of the fitted maximal effect; nearly all actives have a fitted effect of over 40% in size
SW480 rerep = induces DNA re-replication in SW480 colon adenocarcinoma cells; AID 624297; Potency, µM (top dose mostly 46.1 µM), without a hit: at the top dose re-replication activation, hits mostly activators; 1.8% of 340,000 active; SW480 DNA re-replication, Hoechst DNA content imaging, 48 h; further: potency means the concentration at half of the fitted maximal effect; % of control where 0% means no effect; nearly all actives have a fitted effect of over 55% in size
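Readout is total intensity of Hoechst-stained nuclei, excited at 405 nm and collected at 500-530 nm. Compound treatment lasted 48 hr at 37 C in 5% CO2 before staining.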
HT1080-NT tox = kills 2HG-producing HT-1080-NT fibrosarcoma cells; 1.6% of 360,000 active; HT-1080-NT fibrosarcoma viability, CellTiter-Glo ATP luminescence, 48 h; Potency, µM (top dose mostly 46.1 µM), for inactives: at the top dose activity, negative = less viability, hits mostly cytotoxic; AID 686970;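 further: NT is the 2HG producing partner of a matched IDH1 knockdown line; potency means the concentration at half of the fitted maximal effect; 0% = DMSO-treated cells and -100% = media-only wells without cells; nearly all actives have a fitted effect of over 55% in size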
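Read-out is CellTiter-Glo luminescence after 10 minutes at room temperature, following 48 hours' compound treatment of HT-1080-NT cells (750 cells/well, RPMI, 5% FBS, 37 degrees C).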
HT1080 IDH1KD tx = toxicity to HT-1080 IDH1 knockdown cells (counter line); Potency, µM (doses to about 46.1 µM), inactives show at the top dose activity, negative = toxicity, actives largely listed as cytotoxic; 2% of 360,000 active; HT-1080 IDH1 knockdown viability, ATP luminescence, 48 h;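 further: potency means the concentration at half of the fitted maximal effect; 0% = DMSO wells and -100% = cell-free medium wells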
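Luminescent ATP read-out (CellTiter-Glo, 10 min at room temperature) after 48 h compound exposure at 37 °C gave viability of IDH1-knockdown HT-1080 cells. Activity was normalised to DMSO and cell-free wells, then fitted as concentration-response curves.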
* marks the source's active call; other numbers are inactive results; i = inactive; ? = inconclusive; . = no result given; & = joins results of further samples; [ ] = another dose, or the depositor's remark. Unless noted, the call rests on the fitted dose curve; in most records, active means well fitted curve in the direction sought with a large enough effect; inconclusive means small, poorly fitted or top-dose-only effect, or another doubt; inactive means no such curve, though single readings can be large; an effect the other way counts as inactive or inconclusive.

Compound,HepG2 tox,IL1B secr inh,KB-3-1 tox,MCF10A rereplic,ATXN2 expr inh,ATXN viability,SW480 rerep,HT1080-NT tox,HT1080 IDH1KD tx
CN(C)C(=S)SCCn1c(N)nc(N(C)C)nc1=O,-32%,42,-15%,-1%,3%,i,2%,12%,1%
CCCCOc1ccc(C(O)C(CN2CCCCC2)c2ccccc2)cc1 (stereo not given),-18%,?,?,?,-16%,i,?,-14%,-13%
CCCOc1ccccc1N1C(=O)CC(N(O)c2ccccc2)C1=O (stereo not given),-27%,0,-2%,-10%,.,i,2%,1%,0%
CCN(CC)CCn1c(=S)[nH]c2ccc(Br)cc2c1=O,-7%,-11,-14%,-1%,-25%,i,-28%,-5%,-7%
Cc1ccc(Cl)cc1-c1cc(C(=O)NCc2cccc(Cl)c2)[nH]n1,-32%,-51*,-7%,.,?,?,.,?,?
COc1ccc2c(C)cc(SCC(=O)Nc3nsc(-c4ccc(C(C)(C)C)cc4)n3)nc2c1,-1%,.,-18%,.,4%,i,.,.,.
Clc1ccc(NCc2nc3ccccc3n2CCOc2ccccc2)cc1,-27%,.,-15%,.,3%,i,.,.,.
CC1CCC(O)(C(C(=O)O)c2ccccc2)CC1 (stereo not given),10%,13,7%,-50%[inhibitor],1%,i,-1%,16%,24%
NC(=O)C1CC(O)CN1c1nc(CN2CCOCC2)nc2scc(-c3ccccc3)c12 (stereo not given),-10%,0,10%,?,-22%,i,0%,5%,7%
COc1ccc(C(=O)OCC(=O)NC2CCCC2)cc1OC,11%,65,4%,5%,0%,?,-4%,9%,4%
COc1cccc(-c2nc(CS(=O)CC(=O)NCc3ccccc3)c(C)o2)c1 (stereo not given),-18%,-11,0%,6%,-13%,?,0%,5%,0%
COc1ccc(/C=C2\SC(c3ccc(C)cc3)=NC2=O)cc1OC,1%,29,6%,0%,11%,i,-1%,-5%,?
CCC(=O)NC(=S)NNC(=O)c1ccc([N+](=O)[O-])cc1,7%,1,-13%,0%,-18%,?,1%,-12%,-21%
CCCCN(CC(=O)Nc1c(C)cccc1CC)C(=O)SCC,-29%,14,12%,2%,-5%,i,1%[9.22 µM],0%,1%
CC(C)(C)C1CCC(OC(=O)CN2CCOCC2)CC1 (stereo not given),-19%,8,-4%,2%,20%,i,-5%,2%,0%
CCOc1ccc(OCc2ccc(C(=O)NCc3cccnc3)o2)cc1,-2%,-6,-7%,0%,13%,i,1%,3%,0%
O=C(Nc1ccc(N2CCN(C(=O)c3ccco3)CC2)c(Cl)c1)c1c(F)c(F)c(F)c(F)c1F,-20%,-90*,?,?,28µM*,?,?,-7%,-8%
CCCc1nc2ccc(NC(C)=O)cc2c(=O)n1Cc1ccc(Cl)cc1,-14%,?,0%,?,54%[activator],i,-21%,-10%,-6%
CC(C)c1ccccc1OCC(=O)Nc1cc(S(=O)(=O)N2CCOCC2)ccc1N1CCCC1,6%,-56*,1%,-12%,-18%,i,-68%[inhibitor],-16%,-12%
O=C(CCN1CCN(CCO)CC1)Nc1cccc(Br)c1,-30%,-11,-1%,2%,-1%,i,-12%,13%,7%
O=C(NCc1cccnc1)c1ccc(COc2ccccc2Cl)o1,-22%,0,3%,0%,-16%,i,-2%,?,-5%
Cc1ccc(S(=O)(=O)N2CCC(C(=O)OCC(=O)NCCc3ccccc3)CC2)cc1C,1%,15,-6%,-3%,6%,i,-8%,-5%,5%
Cc1cccc(C(=O)Nc2ccc(C(=O)N/N=C/c3ccc(C)o3)cc2)c1,3%,-52*,-4%,-1%,-4%,i,0%,-7%,1%
CC(c1ccccc1C(O)(c1ccccc1)c1ccccc1)N(C)C (stereo not given),-23%,-9,-4%,2%,.,i,?,?,?
CCOC(=O)c1[nH]c2ccccc2c1NC(=O)c1cc(OC)c(OC)c(OC)c1,-30%,0,19%,-2%,1%,i,-6%,5%,-13%

Record cards, as listed above.
`CC(c1ccccc1C(O)(c1ccccc1)c1ccccc1)N(C)C` (stereo not given) in the list: HepG2 tox: -23%; IL1B secr inh: -9; KB-3-1 tox: -4%; MCF10A rereplic: 2%; ATXN2 expr inh: .; ATXN viability: i; SW480 rerep: ?; HT1080-NT tox: ?; HT1080 IDH1KD tx: ?
`CC1CCC(O)(C(C(=O)O)c2ccccc2)CC1` (stereo not given) in the list: HepG2 tox: 10%; IL1B secr inh: 13; KB-3-1 tox: 7%; MCF10A rereplic: -50%[inhibitor]; ATXN2 expr inh: 1%; ATXN viability: i; SW480 rerep: -1%; HT1080-NT tox: 16%; HT1080 IDH1KD tx: 24%

The listing continues.
Compound,HepG2 tox,IL1B secr inh,KB-3-1 tox,MCF10A rereplic,ATXN2 expr inh,ATXN viability,SW480 rerep,HT1080-NT tox,HT1080 IDH1KD tx
Cc1ccc(S(=O)(=O)CCC(=O)OCC(=O)N2CCN(S(=O)(=O)c3ccc(Cl)cc3)CC2)cc1,0%,i,5%,?,2%,i,-23%,-2%,-10%
CCn1c(CNC(=O)c2ccccc2F)nnc1SCC(=O)Nc1nncs1,1%,-8,6%,-30%[inhibitor],-7%,i,-1%,-4%,-1%
CCn1nc(C)cc1C(=O)N1CCCC(N2CCN(Cc3ccc4c(c3)OCO4)CC2)C1 (stereo not given),-14%,32,-25%,6%,-7%,i,?,2%,7%
Cc1cccc(NC(=O)COC(=O)CCc2ccccc2)c1C,10%,6,2%,0%,-4%,i,-2%,17%,16%
Cc1nc(=S)c2c([nH]1)-c1ccccc1CC21CCCCC1,-62%,1,?,2%,-6%,i,-12%,-1%,-15%
CCO[C@H]1OC(C(=O)Nc2ccccc2)=C[C@@H](C)[C@@H]1CCCO,-7%,4,18%,?,7%,i,1%,8%,5%
Cc1ccc(S(=O)(=O)N2CCOCC2)cc1NC(=O)CN1CCN(c2ccc(O)cc2)CC1,16%,26,10%,26%,2%,i,4%,15%,5%
Cc1ccc(S(=O)(=O)Nc2ccc3c(c2)c2c(n3S(=O)(=O)c3ccc(C)cc3)CCCC2=O)cc1,-7%,25,-1%,2%,-2%,i,1%,-5%,-15%
CN(C)c1ccc(NC(=O)CSc2nc(C3CC3)nc3ccccc23)cc1,-11%,-16,?,?,12%,i,?,-5%,0%
O=C(NNC(=O)C1CCN(S(=O)(=O)c2ccccc2)CC1)c1ccccc1O,-21%,136,0%,2%,?,i,?,?,?
CC12CC3CC(C)(C1)CC(C(=O)NC1=NCCS1)(C3)C2,0%,0,1%,8%,-7%,i,3%,0%,-2%
O=C(Cn1c(=O)nc(-c2ccccc2F)c2cc(Cl)ccc21)NCCCc1ccccc1,-39%,.,-16%,.,-26%,i,.,.,.
CC1(C(=O)NCc2ccccc2)CCC(=O)N1CC(F)(F)F (stereo not given),-28%,14,0%,.,-2%,i,.,14%,10%
C#CCOCCOCCOCCNc1nc(N2CCOCC2)nc(N2CCN(C(=O)CCCCCCCCCCNC(=O)[C@H](CO)n3cc(CCCSC)nn3)CC2)n1,-20%,-14,-7%,20%,-20%,?,1%,-7%,2%
CCN1CCN(C(=O)c2cc(COc3ccc(F)cc3F)on2)[C@@H](C)C1=O,-27%,49,?,27%,-4%,i,2%,0%,-3%
CC(NC(=O)COc1ccccc1Cl)c1ccccc1 (stereo not given),-25%,-12,-6%,5%,.,i,?,-7%,-24%
CCCN(C(=O)CCCSc1nc2ccccc2[nH]1)c1c(N)n(Cc2ccccc2)c(=O)[nH]c1=O,24%,35,6%,?,-5%,i,14%,-19%,-13%
COc1ccc(C(CC(=O)NC(C)c2ccc(-c3ccccc3)cc2)NC(C)=O)cc1 (stereo not given),5%,-5,?,15%,-8%,i,12%,-26%,-10%
O=C(CCc1nnc(CCCCc2ccccc2)o1)NCCCc1cccnc1,2%,-3,-7%,-2%,4%,i,-2%,-18%,-21%
Cc1ccc(C(c2nnnn2CS(=O)(=O)c2ccc(C)cc2)N2CCC(C(N)=O)CC2)cc1 (stereo not given),-3%,-8,10%,0%,-3%,?,0%,-5%,0%
OC(COc1ccc(Cl)cc1)CN1CCN(c2ccccc2)CC1 (stereo not given),-29%,0,-14%,-8%,-17%,i,-9%,-7%,-10%
COCc1cc(C)nc(SCc2ccc(Br)cc2)c1C#N,-64%,11,-1%,-3%,-2%,i,?,7%,-1%
Cc1sc2ncnc(Sc3ccccc3C(=O)Nc3ccc(C#N)cc3)c2c1C,-3%,-19,-24%,5%,2%,i,?,-15%,-12%
CCc1ccccc1NC(=O)C1=CC(c2ccc(OC)c(OC)c2)=NS(=O)(=O)N1C,5%&1%,9,6%&-4%,-3%,-23%&7%,i,1%,3%,-1%
Cc1occc1C(=O)N/N=C/c1ccccc1[N+](=O)[O-],-32%,-1,-16%,-1%,18%,i,-14%,-4%,-2%
CCc1cc2cc3c(cc2nc1SCC(=O)Nc1cc(C)on1)OCO3,5%,34,-5%,?,?,i,28%,-1%,-24%
Cc1ccc(CN2CC(C(=O)NCCCn3nc(C)cc3C)CC2=O)cc1 (stereo not given),-3%,20,9%,0%,9%,i,?,0%,-9%
O=C(Nc1cccc(Cl)c1N1CCOCC1)c1cc([N+](=O)[O-])ccc1N1CCOCC1,5%,-6,-9%,8%,-4%,i,-3%,4%,10%

Assay outcomes: PubChem BioAssay, National Center for Advancing Translational Sciences (NCATS)
